# ASAP1 GAP inh – blocks human ASAP1-stimulated Arf1 GTP hydrolysis | Q9ULH1 | GDP FP detection | inhibition, % at 16.5 µM | hit rate 0.19% among 360,000 | AID 624377; in the data active = inhibition above about 25%;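 note: 0% = vehicle with enzyme and substrate and 100% = no enzyme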
# PLCb3 inh – inhibitors of human phospholipase C beta3. Q01970. Purified PLC-beta3, fluorogenic substrate, fluorescence. inhibition, % at 12.2 µM. hit rate 0.18% among 370,000; in the data active = inhibition above about 11%;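 note: 0% = median of compound wells on plate and 100% = full blocker control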
# PLC-gamma1 inh – inhibitors of human phospholipase C gamma1; AID 720700; P19174; purified PLC-gamma1, fluorogenic substrate, fluorescence; hit rate 0.84% among 370,000; inhibition, % at 12.2 µM; in the data active = inhibition above about 9.5%
# ADAM10 inh – ADAM10 inhibition, QFRET primary screen; inhibition, % at 7 µM; O14672; hit rate 0.62% among 370,000; recombinant ADAM10, EDANS/DABCYL FRET peptide cleavage, 3 h;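 active = inhibition above a per-campaign cutoff equal to the mean of compounds falling between control-based bounds plus 3 SD, cut at about 20% in these data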;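 note: 0% = DMSO wells while the 100% control is not disclosed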
# ARFGAP1 inh – inhibits rat ARF GTPase activating protein 1. Arfgap1-stimulated ARF1 GTP hydrolysis, GDP FP detection. inhibition, % at 16.5 µM. hit rate 0.26% among 360,000. AID 651572;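 active = inhibition above a per-plate limit, mean inhibition of low control wells plus 3 SD, cut at about 25% in these data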;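 note: 0% = DMSO wells with enzyme and 100% = wells lacking Arfgap1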
# Target sequence (Q62848 1-136 limits assumed): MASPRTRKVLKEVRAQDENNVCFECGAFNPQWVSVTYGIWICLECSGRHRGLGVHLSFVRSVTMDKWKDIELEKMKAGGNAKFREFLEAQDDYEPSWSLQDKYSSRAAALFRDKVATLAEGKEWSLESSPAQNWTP
#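 Replicates: Single well per compound | Assay system: Truncated rat Arfgap1 GAP domain | Control set: No-Arfgap1 wells (100%) versus DMSO full-reaction wells (0%) | Times: Enzyme reaction 120 min at 25 °C after 20 min preincubation | Reagent: Human ARF1(Δ1-17)-GTP substrate | Measured by: Tracer-displacement fluorescence polarization with EDTA stop, 620/688 nm | Measure: Percent inhibition of Arfgap1-stimulated GTP hydrolysis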
# Tn6 DDE FP – disrupts Tn6 cyclic peptide binding to fibrin D-Dimer-E complex. inhibition, % at 8.3 µM. hit rate 0.21% among 370,000. AID 720509. Fibrin DD(E) TRITC-Tn6 fluorescence polarization displacement. P02675;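 active = inhibition above a per-campaign cutoff: mean of compounds within control limits plus 3 SD, cut at about 15% in these data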;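 note: 0% = median of all compound wells on the plate and 100% = blocking peptide control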
# ADAM17 inh – ADAM17 inhibition, QFRET primary screen. recombinant ADAM17, EDANS/DABCYL FRET peptide cleavage. hit rate 0.83% among 370,000. inhibition, % at 6.95 µM;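 active = inhibition above the mean of compounds lying between control limits plus 3 SD, set per campaign, cut at about 8.5% in these data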;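 note: 0% = DMSO-only wells as the low control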
# TDP2 absorb – blocks human TDP2 phosphodiesterase activity | recombinant TDP2, T5PNP hydrolysis, p-nitrophenol absorbance 415 nm | hit rate 0.34% among 370,000 | O95551 | AID 720702 | inhibition, % at 12.8 µM;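 active = inhibition above the mean of all tested compounds plus 3 SD, set per campaign, cut at about 25% in these data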;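 note: 0% = DMSO with enzyme and 100% = buffer with substrate but no TDP2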
# Target sequence (O95551 whole entry, looked up): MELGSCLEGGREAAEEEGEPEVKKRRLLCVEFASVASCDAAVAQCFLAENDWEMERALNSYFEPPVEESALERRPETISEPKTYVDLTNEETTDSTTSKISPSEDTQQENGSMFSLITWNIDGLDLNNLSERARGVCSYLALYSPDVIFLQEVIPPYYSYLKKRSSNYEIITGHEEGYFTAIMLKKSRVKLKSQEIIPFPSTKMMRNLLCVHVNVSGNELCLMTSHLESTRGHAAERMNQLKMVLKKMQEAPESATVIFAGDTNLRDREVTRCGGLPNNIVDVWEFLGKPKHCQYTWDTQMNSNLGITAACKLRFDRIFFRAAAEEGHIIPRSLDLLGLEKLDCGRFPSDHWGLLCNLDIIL
#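 System – recombinant human TDP2 · Amount – 120 nM TDP2 per well · Buffer or medium – Mg2+-containing Tris-HCl buffer, pH 7.5 · Reagent – T5PNP substrate, 5 mM · Dosing – 12.8 µM single point, 1% DMSO · Incubation – 2 h at 37 °C · Measured by – epi absorbance · Read-out basis – percent inhibition · Benchmarks – high control without enzyme, low control DMSO plus TDP2 · Repeats – singlicate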
# SIAE primary – human SIAE inhibition, primary screen. Q9HAT2. SIAE FP-Rh probe binding, fluorescence polarization. inhibition, % at 9.66 µM. hit rate 0.69% among 370,000;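 active = inhibition above a cutoff: mean of compounds within the control limits plus 3 SD of those, cut at about 17% in these data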;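 note: 0% = plate median of compound wells and 100% = probe without SIAE protein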
# Target sequence (Q9HAT2 whole entry, looked up): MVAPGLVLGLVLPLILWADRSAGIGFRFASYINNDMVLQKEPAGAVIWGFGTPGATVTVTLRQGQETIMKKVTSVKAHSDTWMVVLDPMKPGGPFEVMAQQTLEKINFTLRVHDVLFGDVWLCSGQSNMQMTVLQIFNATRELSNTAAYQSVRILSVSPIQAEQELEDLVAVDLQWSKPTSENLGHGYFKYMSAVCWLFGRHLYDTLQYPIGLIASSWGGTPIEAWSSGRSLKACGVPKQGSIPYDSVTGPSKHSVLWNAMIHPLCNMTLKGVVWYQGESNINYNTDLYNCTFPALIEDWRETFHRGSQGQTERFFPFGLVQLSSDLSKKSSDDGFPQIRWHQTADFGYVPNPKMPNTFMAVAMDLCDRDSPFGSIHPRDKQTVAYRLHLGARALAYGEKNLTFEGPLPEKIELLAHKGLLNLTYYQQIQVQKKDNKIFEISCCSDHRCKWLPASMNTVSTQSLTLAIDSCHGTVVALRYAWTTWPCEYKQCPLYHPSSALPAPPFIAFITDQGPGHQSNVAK
# DDE Tn7 FP inh – inhibitors of Tn7 peptide binding to human fibrin DD(E). P02675. FP displacement of FITC-Tn7 peptide from fibrin DD(E); 0% = median of compound wells per plate. inhibition, % at 8.3 µM. hit rate 0.13% among 370,000. AID 720508;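 active = inhibition above the mean of compounds falling within the control limits plus 3 SD of them, cut at about 14% in these data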;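 note: 0% = plate median of compound wells and 100% = 10 µM Aha-Tn7 peptide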
#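 Measure: % inhibition scaled between sample-field median and high-control FP; Test system: human fibrin DD(E); Quantity: 2 µM final DD(E) protein; Doses: one dose, 8.3 µM nominal; Schedule: compound with protein 10 min, then 3 h after probe, room temperature; Detection: fluorescence polarization; Medium: Tris buffer with calcium and detergent, pH 7.8.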
# * marks the source's active call; other numbers are inactive results; i = inactive; · = no result given.
SMILES,ASAP1 GAP inh,PLCb3 inh,PLC-gamma1 inh,ADAM10 inh,ARFGAP1 inh,Tn6 DDE FP,ADAM17 inh,TDP2 absorb,SIAE primary,DDE Tn7 FP inh
C=CCc1ccccc1OCCSc1nc2ccc([N+](=O)[O-])cc2s1,-10,0,0,-13,9,3,-2,-3,-9,-2
CCOC(=O)c1cnc(-c2ccccc2)nc1Oc1cccc(Cl)c1,-1,-4,0,-2,3,-4,-3,4,0,-3
CCNc1ccc(C(=O)OCC)cc1NC(=O)c1cccc(N(C)C)c1,-12,-11,-8,-8,3,3,-1,-1,3,3
CC(=O)c1ccc(NC(=O)CSc2nc(=O)n(CCN3CCOCC3)c3c2CCC3)cc1,-8,-6,5,1,-1,3,-9,9,3,1
CCCCCCCCCC(=O)N/N=C(\C)c1cccnc1,7,0,1,-5,6,1,-4,-8,-1,-2
COc1ccc2[nH]c(=O)c(CN(CCO)C(=O)NCc3ccccc3)cc2c1,-5,-35,-24,-250,-6,2,-82,-13,-4,6
COc1ccc(CCN2C(=O)CC(NC34CC5CC(CC(C5)C3)C4)C2=O)cc1OC (stereo not drawn),11,-7,0,4,1,3,-7,2,-5,0
O=P(OC1CCCCC1)(OC1CCCCC1)C(O)c1c(Cl)cccc1Cl (stereo not drawn),-5,1,1,2,8,-8,-7,-6,-7,4
O=C(NCc1ccc2c(c1)OCO2)c1ccc(S(=O)(=O)C(F)F)cc1,2,-4,-2,2,6,4,1,-5,5,0
Fc1ccc(Cl)cc1/C=N/n1cnnc1SCc1ccccc1,-1,-4,-4,3,8,3,-1,10,-2,5
O=C(Cn1cnc([N+](=O)[O-])n1)N/N=C/c1cc(Cl)ccc1O,-3,-6,-6,0,-2,4,0,-9,-2,6
OCCCN=c1cc(-c2ccccc2)oc2ccc(Cl)cc12,2,-1,-3,-24,13,-7,-2,-1,-4,-2
CCc1c(C)[nH]n(-c2nc(-c3ccccc3)cs2)c1=O,-6,-2,2,10,1,7,-3,-3,1,3
O=C(C1=C(O)C(=O)N(CCOCCO)C1c1cccs1)c1cccs1 (stereo not drawn),1,-1,0,-3,0,-1,-3,7,13,-3
CC(=O)N(Cc1cc2ccccc2[nH]c1=O)c1ccc(C)cc1,-1,-3,1,-18,13,3,-7,7,-7,2
COc1ccc2oc(C(=O)OCC(=O)N3CCCC(C)C3)c(C)c2c1 (stereo not drawn),8,-195,-169,-394,19,0,-131,-14,-1,8
COc1ccc(OC)c(Nc2ncnc3c2cnn3-c2cccc(C)c2)c1,-11,-46,-30,-11,7,-3,-4,2,8,3
CCC(C)NC(=O)C1CCC(=O)N(c2ccc3c(c2)OCO3)C1c1ccc(OC)cc1 (stereo not drawn),2,1,0,-14,9,-6,1,-7,2,-4
Cc1ccc(-c2nnn(CC(=O)N(CC(=O)NC3CCCCC3)c3cnc4ccccc4c3)n2)o1,7,-44,-33,-33,3,-6,-7,-1,-7,-9
CC(CN1CCCCC1)c1ccccc1 (stereo not drawn),18,0,3,4,-1,4,-4,11,-6,-4
Nc1nc(NCCCN2CCOCC2)nc(Nc2ccccc2F)c1[N+](=O)[O-],7,-2,6,-7,2,-3,2,-13,-7,-1
O=C(COc1coc(CN2CCN(c3ccc(F)cc3)CC2)cc1=O)Nc1ccccc1,10,0,0,-1,4,0,-3,-6,0,-5
COc1cc2cc(CCCO)oc(=O)c2cc1OC,2,-3,0,-17,12,3,-8,-7,0,-1
O=C(/C=C/c1cccc(C(F)(F)F)c1)NNC(=O)c1ccncc1,-5,2,1,-1,-3,3,0,9,1,2
Cc1c(C(=O)N2CCN(c3ccccn3)CC2)oc2c(F)cccc12,-2,-12,-3,-7,18,-1,-4,-12,-3,-1
SMILES,ASAP1 GAP inh,PLCb3 inh,PLC-gamma1 inh,ADAM10 inh,ARFGAP1 inh,Tn6 DDE FP,ADAM17 inh,TDP2 absorb,SIAE primary,DDE Tn7 FP inh
Cc1oc2c(c(C)cc3oc(=O)c(CC(=O)NCCCO)c(C)c32)c1C,6,i,-459,-134,3,2,-57,14,6,1
COc1cc(/C=N/NC(=O)C2(O)c3ccccc3-c3ccccc32)ccc1O,3,2,0,-3,3,2,0,2,10,0
COc1ccc(NC(=O)CN(C)C(=O)c2cnc(Cl)c(Cl)c2)cc1,3,-3,-1,0,-8,2,-1,9,4,7
COc1ccc(C(=O)/C=C(\Nc2ccc(F)cc2)c2ccc(OC)cc2OC)c(OC)c1,·,-13,-6,-4,·,-11,-4,-5,-1,8
COC(=O)c1ccc(NC(=S)Nc2ccccc2)cc1,-3,2,-1,-1,-5,0,-2,3,0,-2
COC(=O)c1cc(S(=O)(=O)N2CCN(c3ccccc3)CC2)c[nH]1,10,4,3,-1,-4,-1,3,-8,9,-5
CCc1nc(C)cn1S(=O)(=O)c1ccc([N+](=O)[O-])cc1,16,1,1,1,6,0,1,7,1,-2
O=C(N/N=C/c1ccc(OC(F)F)cc1)C1=COCCO1,-14,3,0,4,6,1,0,-9,-1,-3
COCCNC(=O)CN1CCC(NC(=O)C(C)(C)C)CC1,-2,1,3,-8,8,4,-3,3,3,0
COc1cc(C(=O)Nc2nnc(CC(C)(C)C)s2)c([N+](=O)[O-])cc1OC,3,0,-1,-5,7,0,1,8,-1,1
CC(C)c1ccc(C(C(=O)NC(C)(C)C)N(C(=O)CNC(=O)c2ccco2)c2cccnc2)cc1 (stereo not drawn),0,8,0,-1,-3,0,-1,9,2,1
CCCn1c(CCC(=O)O)ccc1-c1cccs1,9,-88,-72,-255,1,-3,-87,11,3,0
NC(=O)c1cc2cc(Cl)ccc2oc1=Nc1cccc(C(F)(F)F)c1,-4,-8,-4,-17,-4,-9,-7,6,-1,2
O=C1CC(CCC(=O)NC2CC2)c2ccccc2N1 (stereo not drawn),-4,-7,-3,-3,0,-3,-5,-8,-1,3
O=C(CC1C(=O)NCCN1CC1CCCCC1)NCCc1ccc(F)cc1 (stereo not drawn),-9,-17,-15,-29,-1,-6,-14,4,-5,8
COc1ccccc1CCn1cnc(-c2ccc(Br)cc2)c1C(C)C,3,1,3,15,18,1,6,1,-2,7
COc1ccc(C(=O)NCCS(=O)(=O)N2CCCCCC2)cc1,-5,-9,3,-9,0,5,-1,4,5,3
Cc1cc(=O)oc2cc(OCc3nnc(-c4ccccc4Br)o3)ccc12,-1,-72,-57,-275,-7,1,-82,-2,-19,3
CCC(=O)N1CCC1(C)C(=O)Nc1ccc2nc(C)ccc2c1 (stereo not drawn),-1,-14,-8,-33,10,-7,-6,-3,5,5
CC[C@H](C)[C@H](NC(=O)OCc1ccccc1)C(=O)Nc1ccc(NC(C)=O)cc1,-11,-2,-3,-11,3,-1,-4,-6,-2,2
C[C@@H]1CN([C@@H](C)CO)C(=O)CCCn2nncc2CO[C@@H]1CN(C)C(=O)Nc1ccc2c(c1)OCO2,-3,-14,-4,5,-2,4,-1,-1,2,-2
COc1ccc(-c2cnnn2-c2ccc([N+](=O)[O-])cc2)cc1,7,-6,3,10,19,-10,-7,-18,-3,0
Cc1ccnc(NC(=S)NC(=O)/C=C/c2ccco2)c1,9,-36,-19,-27,3,-3,-11,-2,4,6
CC(C)(C)NS(=O)(=O)c1ccc(CCC(=O)NCc2ccco2)cc1,0,-1,-2,-5,0,0,-1,3,-2,-8
CC1=C(C(=O)NCc2ccco2)C2(CCC(C)CC2)OC1=O (stereo not drawn),4,-3,0,-10,7,-1,-6,13,0,2
Cn1c(=O)cc(OCCCC(=O)NCc2ccco2)c2ccccc21,-5,1,-2,8,6,5,1,-1,2,-4
CCCNC(=O)COc1ncnc2sc(C)c(C)c12,-20,1,8,1,-1,4,0,-8,2,-3

# Grouped by structure, those above containing a Cl atom
SMILES,ASAP1 GAP inh,PLCb3 inh,PLC-gamma1 inh,ADAM10 inh,ARFGAP1 inh,Tn6 DDE FP,ADAM17 inh,TDP2 absorb,SIAE primary,DDE Tn7 FP inh
CCOC(=O)c1cnc(-c2ccccc2)nc1Oc1cccc(Cl)c1,-1,-4,0,-2,3,-4,-3,4,0,-3
O=P(OC1CCCCC1)(OC1CCCCC1)C(O)c1c(Cl)cccc1Cl (stereo not drawn),-5,1,1,2,8,-8,-7,-6,-7,4
Fc1ccc(Cl)cc1/C=N/n1cnnc1SCc1ccccc1,-1,-4,-4,3,8,3,-1,10,-2,5
O=C(Cn1cnc([N+](=O)[O-])n1)N/N=C/c1cc(Cl)ccc1O,-3,-6,-6,0,-2,4,0,-9,-2,6
OCCCN=c1cc(-c2ccccc2)oc2ccc(Cl)cc12,2,-1,-3,-24,13,-7,-2,-1,-4,-2
COc1ccc(NC(=O)CN(C)C(=O)c2cnc(Cl)c(Cl)c2)cc1,3,-3,-1,0,-8,2,-1,9,4,7
NC(=O)c1cc2cc(Cl)ccc2oc1=Nc1cccc(C(F)(F)F)c1,-4,-8,-4,-17,-4,-9,-7,6,-1,2

# Entries of single compounds as entered above.
# Listed for CCCNC(=O)COc1ncnc2sc(C)c(C)c12 : ASAP1 GAP inh: -20; PLCb3 inh: 1; PLC-gamma1 inh: 8; ADAM10 inh: 1; ARFGAP1 inh: -1; Tn6 DDE FP: 4; ADAM17 inh: 0; TDP2 absorb: -8; SIAE primary: 2; DDE Tn7 FP inh: -3
# Listed for Cn1c(=O)cc(OCCCC(=O)NCc2ccco2)c2ccccc21 : ASAP1 GAP inh: -5; PLCb3 inh: 1; PLC-gamma1 inh: -2; ADAM10 inh: 8; ARFGAP1 inh: 6; Tn6 DDE FP: 5; ADAM17 inh: 1; TDP2 absorb: -1; SIAE primary: 2; DDE Tn7 FP inh: -4
